Compound activity (PubChem)
PostGolgi yeast: phenotypic screen on post-Golgi transport, primary screen; post-Golgi transport phenotypic cell assay; inhibition, % at 10 µM; 0.9% of 98,000 active; AID 739, 2007;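 note: yeast cells grown in 1536-well plates; yeast grown about 18 h at 30C before absorbance read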
LYP inh 2: PTPN22 phosphatase inhibitors, primary screen, biochemical, DiFMUP fluorescence, 2 µM; Tyrosine-protein phosphatase non-receptor type 22 (Homo sapiens), Q9Y2R2; recombinant LYP catalytic domain; inhibition, % at 2 µM; 0.21% of 96,000 active; AID 640, 2007;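 active = inhibition at 2 µM at or above a set limit, the screen mean plus 3 SD, cut at about 24% in these data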;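 note: 0% = DMSO with enzyme and 100% = enzyme fully blocked by orthovanadate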
HIV Rev-RRE inh: HIV-1 Rev-RRE binding inhibitors, primary screen, biochemical, FRET, protein-RNA interaction; P05866; Rev peptide-RRE RNA binding; inhibition, % at 8 µM; 0.79% of 97,000 active;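 active = inhibition above the screen-wide mean plus 3 SD, cut at about 35% in these data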;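 note: 0% = median DMSO wells and 100% = median Neomycin B control wells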
Target sequence (P05866 whole entry, looked up): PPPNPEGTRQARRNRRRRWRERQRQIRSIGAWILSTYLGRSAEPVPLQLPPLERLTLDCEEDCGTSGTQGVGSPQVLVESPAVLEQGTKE
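Material: labelled RRE RNA duplex and labelled Rev peptide / Buffer or medium: HEPES pH 7.5 salt buffer with EDTA / Compound dosing: single point, 8 µM final nominal compound concentration / Benchmarks: DMSO low control, neomycin B high control / Timing: 5 min preincubation and 15 min binding, 25 °C / Technique: FRET fluorescence readout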
S1P2 ag: S1P2 receptor agonists, primary screen, cell-based | 0.46% of 97,000 active | activation, % at 4.5 µM | S1P2-expressing cell line, agonist reporter read-out; in the data active = activation above about 16%;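 note: 0% = vehicle low control and 100% = maximal reference agonist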
Target sequence (O95136 whole entry, looked up): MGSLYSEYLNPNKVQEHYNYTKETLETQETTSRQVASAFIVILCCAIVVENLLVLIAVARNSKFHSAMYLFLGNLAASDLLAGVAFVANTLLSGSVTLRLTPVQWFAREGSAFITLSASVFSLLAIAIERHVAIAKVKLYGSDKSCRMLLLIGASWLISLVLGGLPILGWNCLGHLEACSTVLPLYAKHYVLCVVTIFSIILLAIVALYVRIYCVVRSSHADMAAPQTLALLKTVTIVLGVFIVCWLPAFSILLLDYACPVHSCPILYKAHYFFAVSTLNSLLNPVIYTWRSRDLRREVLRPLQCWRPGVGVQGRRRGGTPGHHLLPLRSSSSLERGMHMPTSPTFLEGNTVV
PTPN22 act: LYP phosphatase activators, primary screen, biochemical, DiFMUP fluorescence, 2 µM; recombinant LYP; 0 = plate median, 100 = signal doubled; activation, % at 2 µM; 0.11% of 96,000 active;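 active = activation at 2 µM above a set limit, the mean plus 5 SD, cut at about 37% in these data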
S1P2 blocker: human S1P2 receptor antagonists, primary screen, cell-based | AID 736, 2007 | Sphingosine 1-phosphate receptor 2 (Homo sapiens), O95136 | 0.21% of 97,000 active | inhibition, % at 5 µM | cell-based S1P2 antagonist assay, inhibition at 5 uM; in the data active = inhibition above about 45%;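 note: CRE beta-lactamase reporter cells expressing human S1P2 stimulated with S1P; 0% = agonist at EC80 alone and 100% = agonist plus reference antagonist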
FAK inh: FAK kinase inhibitors, primary screen, biochemical | biochemical FAK kinase activity assay | Focal adhesion kinase 1 (Homo sapiens), Q05397 | inhibition, %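 (tested at 7 µM)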 | AID 727, 2007 | 0.84% of 97,000 active; in the data active = inhibition above about 19%;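 note: 0% = DMSO and 100% = reference compound high control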
EphB4 antag: EphB4-ephrin-B2 interaction antagonists, primary screen, biochemical, TNYL-RAW peptide probe, fluorescence polarization; Ephrin type-B receptor 4 (Homo sapiens), P54760; EphB4 LBD / TNYL-RAW-Alexa532 peptide; inhibition, % at 7 µM; 0.15% of 97,000 active;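 active = inhibition above the screen-wide mean inhibition plus 3 SD, cut at about 15% in these data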;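 note: 0% = DMSO wells and 100% = excess unlabeled TNYL-RAW peptide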
PostGolgi ctrl: growth inhibition of yeast control strain, primary screen, counter-screen for post-Golgi transport modulator project; efflux-deficient yeast background strain, growth absorbance A615, 16 h; inhibition, % at 10 µM; 5% of 98,000 active
An asterisk follows results filed as active; / = no result given. Cut-off read from the data, not from the text of the source, unless noted: active = inhibition above about 30%; inactive = the rest.

SMILES	PostGolgi yeast	LYP inh 2	HIV Rev-RRE inh	S1P2 ag	PTPN22 act	S1P2 blocker	FAK inh	EphB4 antag	PostGolgi ctrl
CC(=O)C1C(c2ccc(F)cc2)NC(=O)NC1(O)C(F)(F)F (stereo not drawn)	-1.0	-3.9	2.8	0.5	2.3	10.8	2.9	-1.7	4.1
O=C(NCCCN1CCCCC1)c1ccc2c(=O)n(CCc3ccccc3)c(=O)[nH]c2c1	0.8	0.3	7.5	-3.0	-2.9	12.7	2.7	0.2	4.2
Cc1ccccc1NC(C)C(=O)N/N=C/c1ccccc1OCc1cccc(Br)c1 (stereo not drawn)	-2.6	18.2	10.0	-7.6	-14.7	-3.7	6.9	-0.9	8.1
Cc1csc(NC(=O)c2cccc(C)c2C)n1	7.1	-11.4	-2.0	-0.8	15.4	-29.4	0.2	-5.7	19.9
Cc1cccc2[nH]c3c(N4CCN(C(=O)c5ccco5)CC4)ncnc3c12	7.8	7.3	11.8	-1.2	-4.8	-11.6	2.4	-4.8	11.0
COc1ccc2c(c1)NC(=O)CC(c1ccccc1)=N2	-35.0	-4.9	-4.4	-10.5	6.7	-14.1	3.5	5.6	15.3
CC1CCCCC1NC(=O)CN(C)S(=O)(=O)c1cccc2nsnc12 (stereo not drawn)	3.0	-3.7	-0.7	-11.7	2.7	6.8	-0.4	-3.3	28.8
O=c1oc2ccccc2c(Nc2cccc(O)c2)c1[N+](=O)[O-]	-2.2	14.4	25.4	-2.6	-12.7	-0.3	0.6	1.1	0.6
COc1ccc(-c2nc(N3CCCC3)[nH]c(=O)c2C#N)cc1	3.6	-3.5	-0.4	-7.6	6.5	14.9	-8.7	-8.4	6.9
CCCCN(CC)C(=O)CN(C)S(=O)(=O)c1cccc2nsnc12	-2.8	-2.3	-6.1	-0.3	2.8	5.7	-6.3	2.6	7.7
CCC(C)NC(=O)C(=O)NCc1ccncc1 (stereo not drawn)	-1.0	12.3	10.3	-3.0	-10.0	11.2	2.9	-2.0	-9.1
ONC=Nc1cccc2nonc12	-0.7	-6.0	10.6	-6.7	6.0	24.1	5.9	4.3	-0.7
COc1ccccc1-c1noc(-c2cc(OC)c(OC)c(OC)c2)n1	-15.7	-6.5	7.6	8.9	5.8	-35.7	-1.4	-0.5	9.2
O=C(CNCCC1=CCCCC1)Nc1ccc(N2CCCCCC2)cc1	-1.2	-9.5	-10.1	-6.8	11.4	33.5	-1.1	-7.4	99.7*
CC(C)(C)CC(=O)N1CCC(c2nc3c(nnn3Cc3c(F)cccc3Cl)c(=O)[nH]2)CC1	11.0	8.5	6.3	-5.8	-10.3	-12.4	0.8	-1.9	6.3
Cc1cc(C(=O)OCC(=O)NCCc2ccccc2)c(C)o1	-9.7	1.4	-1.4	-2.6	-5.4	-9.5	-1.1	1.9	4.6
COc1ccc(C(=O)Sc2ccc(Cl)cc2)cc1OC	-0.3	7.0	6.1	-4.7	-4.2	25.5	3.3	7.2	8.8
CCOc1ccc(-c2cc(CCCC(=O)NCCc3ccccc3)no2)cc1	-3.7	0.0	-1.3	-6.3	2.4	2.7	3.2	0.5	9.6
CCOc1cc(CNn2nnnc2N)ccc1OCC(=O)NC(C)(C)C	/	-0.1	1.6	-4.4	0.5	5.0	0.4	-0.8	/
Cc1ccc(S(=O)(=O)N2CCCCC2C(=O)N2CCN(C)CC2)cc1 (stereo not drawn)	5.1	5.0	8.5	-2.9	-3.9	1.6	0.7	3.1	7.1

Six entries drawn at random from the list so far:
SMILES	PostGolgi yeast	LYP inh 2	HIV Rev-RRE inh	S1P2 ag	PTPN22 act	S1P2 blocker	FAK inh	EphB4 antag	PostGolgi ctrl
Cc1cccc2[nH]c3c(N4CCN(C(=O)c5ccco5)CC4)ncnc3c12	7.8	7.3	11.8	-1.2	-4.8	-11.6	2.4	-4.8	11.0
CCC(C)NC(=O)C(=O)NCc1ccncc1 (stereo not drawn)	-1.0	12.3	10.3	-3.0	-10.0	11.2	2.9	-2.0	-9.1
Cc1cc(C(=O)OCC(=O)NCCc2ccccc2)c(C)o1	-9.7	1.4	-1.4	-2.6	-5.4	-9.5	-1.1	1.9	4.6
Cc1ccccc1NC(C)C(=O)N/N=C/c1ccccc1OCc1cccc(Br)c1 (stereo not drawn)	-2.6	18.2	10.0	-7.6	-14.7	-3.7	6.9	-0.9	8.1
COc1ccccc1-c1noc(-c2cc(OC)c(OC)c(OC)c2)n1	-15.7	-6.5	7.6	8.9	5.8	-35.7	-1.4	-0.5	9.2
COc1ccc(C(=O)Sc2ccc(Cl)cc2)cc1OC	-0.3	7.0	6.1	-4.7	-4.2	25.5	3.3	7.2	8.8

Other records.
SMILES	PostGolgi yeast	LYP inh 2	HIV Rev-RRE inh	S1P2 ag	PTPN22 act	S1P2 blocker	FAK inh	EphB4 antag	PostGolgi ctrl
O=C(/C=C/c1cccs1)Nc1nc(-c2ccccc2)cs1	-2.7	18.1	2.0	-4.2	-14.3	10.2	-7.4	-0.1	33.0*
COc1ccc(C(C(=O)NC2CCCCC2)N(CC2CCCO2)C(=O)CNC(=O)c2ccco2)cc1 (stereo not drawn)	-5.3	-0.1	-5.8	-3.1	-2.2	-10.3	-2.8	-2.8	4.5
CC(=O)NNc1nc2ccccc2s1	9.2	3.5	7.5	-3.5	-5.8	20.6	3.2	5.3	9.6
CCCCNc1cc(=O)oc2ccccc12	7.5	6.3	2.5	-6.7	-3.9	1.2	0.2	7.3	25.3
Cc1cc(-c2nnc(SCC(=O)N3C(C)CCCC3C)o2)no1 (stereo not drawn)	-4.2	-0.8	0.0	-5.1	-0.1	-4.2	-2.2	-5.7	3.3
CCCCOP(=O)(OCCCC)C1(NS(=O)(=O)c2ccccc2)C=CC(=O)c2ccccc21 (stereo not drawn)	-4.3	-5.3	0.3	-8.3	7.1	12.4	4.6	4.3	16.1
c1ccc(N2CCOCC2)c(Nc2nc3ccccc3n3cnnc23)c1	-5.3	1.3	3.2	-2.9	-4.2	-22.5	1.2	-2.5	19.8
O=C(CCNS(=O)(=O)c1ccc(Br)cc1)NCc1ccc2c(c1)OCO2	2.0	5.3	-0.6	-1.0	-7.5	-11.2	-0.2	-2.2	-1.1
CCCCn1c(=O)[nH]c(=O)c2c1nc(-c1ccc(-c3ccccc3Br)o1)n2CCOC	3.3	8.2	9.2	-7.5	-10.6	-2.6	-6.0	12.9	16.2
CC(C)=C1C2C=CC1C1C(=O)N(c3ccc4c(c3)OCO4)C(=O)C21 (stereo not drawn)	/	7.9	5.1	-1.0	-10.9	-12.4	-2.5	4.9	/
CCn1c(CCn2ccnc2C)n[nH]c1=S	-4.5	3.9	6.1	-2.8	-4.5	0.7	-3.1	-0.8	37.9*
CC(C)C(NC(=O)c1ccc(Cl)cc1)C(=O)NC1=NCCS1 (stereo not drawn)	-2.3	18.3	4.5	-2.5	-18.4	3.4	-1.5	-1.6	14.7
COc1ccc(C(CC(=O)c2ccc(O)cc2)S(=O)(=O)c2ccc(C)cc2)cc1 (stereo not drawn)	-1.1	-11.1	6.3	-6.9	15.4	-14.9	6.2	1.4	7.4
CCc1ccc(/C=C/C(=O)C2C(=O)c3ccccc3C2=O)cc1	-0.2	12.5	5.1	-4.0	-10.2	6.5	1.7	-3.5	-8.6
N#Cc1c(N2CCOCC2)nc(-c2ccco2)c2c1CCCC2	-0.3	6.0	10.1	-0.9	-7.0	6.9	-1.1	3.2	7.7
Cc1sc2ncn(CCC(=O)O)c(=O)c2c1C	-2.3	-3.2	7.6	-3.5	3.8	-4.8	-0.9	2.3	2.0
CCc1ccccc1NC(=O)NC1CCCCC1	0.8	-5.2	-0.1	-0.7	4.0	-14.8	-3.4	-5.5	5.5
Cc1ccc2nc(NC(=O)c3ccc4ncsc4c3)sc2c1	-6.8	-6.1	-0.8	11.8	6.1	4.2	-12.1	-3.0	20.7
Cc1cc(C2C(C#N)=C(N)OC3=C2C(=O)CCC3)c(C)s1 (stereo not drawn)	8.6	-6.1	2.8	0.6	3.3	-25.9	1.5	-6.3	15.2
Clc1ccccc1Nc1ncnc2c1nnn2Cc1ccccc1	12.8	-2.9	6.1	-5.1	1.4	-15.5	3.1	1.4	16.7
CCOC(=O)C(C)Oc1cccc2c(=O)n(CC(=O)Nc3ccc(OCC)cc3)ccc12 (stereo not drawn)	10.8	4.3	10.3	-7.5	-5.1	27.4	5.2	3.3	11.2
O=C(/C=C/c1ccc(OCCCF)cc1)NCc1ccc(Cl)c(Cl)c1	1.2	6.0	3.1	-4.9	-2.3	2.8	-1.6	2.7	-0.7
CCOc1ccc(CN(Cc2ccco2)S(=O)(=O)c2ccc(-n3cnnn3)c(OC)c2)cc1	8.9	4.4	18.6	-3.2	-3.5	5.3	2.0	-1.6	22.0
O=C(O)CSc1ccccn1	3.3	-4.5	11.0	-5.1	4.5	17.1	1.6	3.4	7.4
COc1ccc(N2CC(C)Cn3c2nc2c3c(=O)[nH]c(=O)n2C)cc1 (stereo not drawn)	3.3	-8.5	-1.7	-9.3	7.1	1.3	-0.8	-4.2	5.0
Cc1nc2c(o1)CCc1ccccc1C2O (stereo not drawn)	18.1	-16.5	-0.8	0.3	12.6	0.4	1.3	-2.0	-3.3
CC(=O)Nc1ccc(N2CCN(Cc3ccccc3F)CC2)cc1	-0.8	-10.2	-1.1	-7.2	7.2	-0.8	1.3	1.9	-2.9
O=C(CCS(=O)(=O)c1cccc2nsnc12)NC1CCCCC1	8.6	0.6	4.4	0.0	-2.6	-14.8	4.1	-8.9	-6.6
Cc1nnc(NC(=O)c2cccc(S(=O)(=O)N3CC(c4ccccc4)CC3=O)c2)s1 (stereo not drawn)	-0.5	-6.3	-2.5	-6.5	3.3	-19.1	-1.3	-2.7	14.8
Cc1cccc(Nc2nc(NC(C)C)nc(Oc3ccc(=O)n(C)n3)n2)c1	-4.2	3.1	7.0	-3.5	-4.8	0.2	-0.2	-7.8	4.1
Cc1nnc(SCCn2c(N3CCCC(C)C3)nc3c2c(=O)[nH]c(=O)n3C)s1 (stereo not drawn)	-0.5	-0.7	6.3	-5.8	-2.7	-3.1	0.9	2.5	20.6
CCC1CC(C)(C(=O)Nc2ccc(S(N)(=O)=O)cc2)OC1=O (stereo not drawn)	5.0	6.4	6.9	-5.4	-8.5	6.2	-2.1	-0.1	5.4
OC(CNCC1CCCO1)Cn1c2ccc(Cl)cc2c2cc(Cl)ccc21 (stereo not drawn)	90.1*	9.1	4.4	-6.5	-7.5	17.1	3.1	-2.9	103.2*
COc1ccc(CCNC2CC(=O)N(CCc3ccc(OC)c(OC)c3)C2=O)cc1 (stereo not drawn)	3.8	-9.8	4.9	-5.6	10.4	-6.3	-1.4	2.1	4.8
CN(C)S(=O)(=O)c1cc(S(=O)(=O)N(C)C)c(Cl)cc1N	4.3	-15.2	5.5	-4.2	12.3	19.8	-1.0	-9.1	-1.4
NC(N)=N/N=C/c1ccc(OCc2ccc(Cl)cc2Cl)cc1	9.4	1.6	-0.5	-2.8	2.4	6.7	2.0	14.5	67.2*
Cc1cc(/C=N\O)c(C)n1-c1ccncc1	6.9	-7.7	14.8	-3.5	4.1	3.6	-0.2	-2.6	1.0
Cn1c(SCC(=O)Nc2nccs2)nnc1C12CC3CC(CC(C3)C1)C2	-9.4	1.3	9.4	-1.8	0.4	0.7	-0.1	-5.6	-3.1
CCOC(=O)Cc1csc(NC(=O)NC2(C(F)(F)F)Oc3ccc(Cl)cc3O2)n1 (stereo not drawn)	6.3	-6.2	19.9	-0.3	5.8	-6.4	-0.1	4.3	-6.3
COc1cccc2cc(C(=O)N3CCN(C45CC6CC(CC(C6)C4)C5)CC3)c(=O)oc12	0.6	18.1	27.1	-7.0	-14.9	10.7	3.4	2.7	-2.2
